Source: PubChem
LRH-1 inv ag – NR5A2 inverse agonism in reporter assay; AID 602396; HEK293T StAR-luciferase reporter, LRH-1 transfected, 24 h; inhibition, % at 3.6 µM; 360,000 compounds, 0.13% hits; O00482;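 active = inhibition above the mean inhibition of all tested compounds plus 3 SD, cut at about 73% in these data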;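 also: 0% = DMSO wells and 100% = reporter-only cells lacking LRH-1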
TWEAK Fn14 block – TWEAK-Fn14 signaling inhibition; TWEAK-stimulated Fn14 reporter cells, luciferase luminescence, 8 h; inhibition, % at 10 µM; 360,000 compounds, 2% hits; AID 1159606; in the data active = inhibition above about 50%
NOD2 RIPK2 PPI – inhibitors of human NOD2-RIPK2 interaction | O43353 | CHO BLA complementation NOD2-RIPK2, CCF4 ratio | inhibition, % at 4.98 µM | 360,000 compounds, 0.38% hits | AID 624267; in the data active = inhibition above about 21%;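 also: 0% = vehicle only and 100% = reference blocker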
NCOA2 inhibitor – human SRC2 (NCOA2) inhibition; AID 651957; inhibition, % at 9 µM; Q15596; 370,000 compounds, 0.17% hits; HEK293 GAL4-SRC2 luciferase reporter, luminescence;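 active = inhibition above the mean inhibition of all tested compounds plus 3 SD, set per campaign, cut at about 52% in these data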;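 also: 0% = DMSO treated cells and 100% = cells given Gossypol at 36 µM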
Exocytosis inh – lytic granule exocytosis inhibition. TALL-104 LAMP-1 surface exposure, flow cytometry; cells stimulated with thapsigargin and PMA. 360,000 compounds, 0.66% hits. inhibition, % at 10 µM;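 active = inhibition above about 55%, limit read from the data; inconclusive = no clear call, values can overlap the other calls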
NCOA3 inh – inhibitors of human steroid receptor coactivator 3 (SRC3). Q9Y6Q9. HEK293 GAL4-SRC3 luciferase reporter, luminescence. inhibition, % at 3.6 µM. 360,000 compounds, 0.17% hits. AID 588352;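 active = inhibition above a per-campaign cutoff, the mean of all compounds plus 3 SD, cut at about 60% in these data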;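 also: 0% = DMSO-treated cells and 100% = gossypol-treated cells at 36 µM; higher means less SRC3-driven luciferase light from the GAL4 reporter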
TROY NFkB inh – blocks TROY-dependent signaling in reporter cells; Q293 LMP1-TROYcd NF-kB luciferase reporter, 4 h; inhibition, % at 10 µM; 360,000 compounds, 0.98% hits;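 active = compounds whose plate-normalised and pattern-corrected inhibition of the luciferase reporter signal at the single screening dose is 50% or more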
NR2F2 inh – inhibitors of human COUP-TFII (NR2F2); P24468; HEK293T NGFI-A luciferase reporter, luminescence; inhibition, % at 8.6 µM; 370,000 compounds, 0.7% hits; AID 686940;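 active = inhibition above a per-plate cutoff, mean inhibition of test wells between control levels plus 3 SD, cut at about 38% in these data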;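 also: cells cotransfected with COUP-TFII expression vector driving the NGFI-A reporter; 0% = median of COUP-TF2 test wells and 100% = reporter-only cells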
NCOA1 inh – inhibitors of human steroid receptor coactivator 1 (SRC1); Q15788; HEK293 GAL4-SRC1 luciferase reporter, luminescence; inhibition, % at 3.6 µM; 360,000 compounds, 0.12% hits;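 active = inhibition above the campaign mean plus 3 SD, with each screening campaign given its own cutoff, cut at about 60% in these data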;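 also: 0% = DMSO treated cells and 100% = gossypol at 36 µM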
TLR9-MyD88 block – TLR9-MyD88 interaction inhibition | Q9NR96+Q99836 | CHO BLA complementation TLR9-MyD88, CCF4 FRET ratio | inhibition, % at 4.98 µM | 340,000 compounds, 0.21% hits;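 active = inhibition above the mean over all tested compounds plus 3 SD, cut at about 21% in these data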;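 also: 0% = DMSO only wells and 100% = clavulanate BLA inhibitor control wells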
ABHD5-PLIN5 inh – ABHD5-PLIN5 protein interaction inhibition; Q00G26+Q8WTS1; Split G. princeps luciferase complementation, luminescence, 4 h; inhibition, % at 4 µM; 360,000 compounds, 0.78% hits;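 active = inhibition above the mean inhibition across every tested compound plus 3 SD, cut at about 22% in these data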;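 also: 0% = DMSO only wells and the 100% control is not disclosed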
Starred values were filed as active, the others as inactive; ? = inconclusive; · = not tested or not shown. Only part of the results is shown (hit frequency here may not be typical).

SMILES | LRH-1 inv ag | TWEAK Fn14 block | NOD2 RIPK2 PPI | NCOA2 inhibitor | Exocytosis inh | NCOA3 inh | TROY NFkB inh | NR2F2 inh | NCOA1 inh | TLR9-MyD88 block | ABHD5-PLIN5 inh
CCN1CCN(S(=O)(=O)c2ccc(Cl)nc2)CC1 | 2 | 0 | -12 | 8 | 2 | 10 | 4 | -3 | -12 | 10 | 1
O=C(C1CCC(=O)N1Cc1ccc(F)cc1)N1CCC2(CC1)OCCO2 (stereo not drawn) | 0 | -10 | -12 | 5 | -3 | -20 | -7 | 5 | 4 | 4 | -2
CN(C)CC1CSCCC1(O)c1ccc(C(F)(F)F)cc1 (stereo not drawn) | 17 | -31 | -5 | -36 | -2 | 3 | -3 | 16 | 7 | 0 | 8
CCCCn1c(O)c(/C(C)=N/NC(=O)Nc2ccccc2)c(=O)[nH]c1=O | -104 | 0 | -9 | -33 | 0 | -28 | -36 | -30 | -154 | -2 | 6
O=C1NC(=O)N(c2ccc3c(c2)OCO3)C(=O)/C1=C\c1ccc(N2CCCCC2)o1 | 2 | -14 | -2 | 12 | 1 | -18 | 8 | 13 | -41 | -1 | 2
CN(C)C(=O)Oc1c(Cl)cc(Cl)c2cccnc12 | 10 | -11 | -16 | 2 | 0 | 15 | 5 | 9 | 1 | -2 | 1
COc1ccc2[nH]c3c(c2c1)CCNC3C (stereo not drawn) | -9 | 11 | -8 | -7 | -3 | -5 | 2 | -6 | -9 | -1 | 5
COc1ccccc1OP(=O)(Nc1cccnc1)Oc1ccccc1OC | 17 | 19 | -4 | 13 | 0 | 25 | 10 | 6 | 1 | 11 | -5
CC(=O)N1CC(=O)Nc2ccc(Cl)cc2C1c1ccccc1 (stereo not drawn) | 4 | 6 | -6 | -10 | 0 | -2 | 18 | -1 | -14 | -22 | 0
O=C(Cn1c(=O)c(C(F)(F)F)nc2ccccc21)N1CCC2(CC1)OCCO2 | 2 | -3 | 0 | 22 | 1 | -6 | -13 | 9 | 12 | -6 | 1
CCCCn1c(C)c(C(=O)O)c2cc(OC)c3ccccc3c21 | -3 | -4 | -8 | -2 | 1 | 8 | 11 | 1 | 17 | -1 | -8
CN(C)C(=O)Oc1cccc(OCc2n(C)c3ccccc3[n+]2C)c1 | 7 | -1 | 2 | 1 | 0 | 9 | 0 | -4 | 6 | 5 | -4
COCCCNC(=O)Cn1cc(/C=C2\C(=O)NC(=O)N(c3ccccc3F)C2=O)c2ccccc21 | -14 | 31 | -3 | · | ? | 14 | -4 | · | 5 | 3 | 27*
CCN(CC)C(=O)c1ccc(NC(=S)NC(=O)CCc2ccccc2)cc1 | -18 | -5 | 0 | 6 | -10 | 13 | -7 | 15 | -2 | -12 | -4
c1ccc(C2CC3CC4(CCCC4)N2O3)cc1 (stereo not drawn) | 8 | 39 | 7 | -2 | 2 | 18 | -3 | -2 | 8 | -13 | 9
Cc1ccccc1OP(N)(=O)Oc1ccccc1C | 22 | 2 | 7 | 3 | -2 | 14 | 8 | -10 | 2 | -9 | -2
C=C(Cl)CSC(=S)N(CC)CC | -18 | -1 | 3 | 1 | 1 | 20 | -4 | -11 | 5 | -14 | -8
Cc1ncc(CN2CCCC(C(=O)c3ccc(C(C)(C)C)cc3)C2)s1 (stereo not drawn) | -11 | -2 | 9 | -3 | 0 | -14 | -5 | 19 | 0 | -5 | 5
OC(c1ccccc1)(c1ccc(Cl)cc1)C1CN2CCC1CC2 (stereo not drawn) | 9 | 18 | -1 | -16 | 0 | 27 | 2 | 5 | 9 | -4 | 5
Cc1oc(-c2ccccc2)nc1CN1C(=O)C(C)N=C(c2ccccc2F)c2cc(Cl)ccc21 (stereo not drawn) | 20 | 18 | 1 | 11 | -3 | -27 | 6 | 15 | -5 | -12 | -5
O=C1NCN(c2ccccc2)C12CCN(C(c1cc3ccccc3o1)c1nnnn1C1CCCC1)CC2 (stereo not drawn) | -49 | 19 | 6 | -10 | 2 | -14 | -13 | -4 | 0 | · | 7
O=C1NC(=O)C(=Cc2cc([N+](=O)[O-])ccc2N2CCCCC2)C(=O)N1 | 2 | -7 | -3 | 1 | 2 | -7 | -12 | 5 | -18 | 12 | -2
c1ccc(N2[C@@H]3CC[C@H]2c2ccccc2C3)cc1 | -11 | 13 | -12 | -11 | 0 | -30 | -3 | -3 | 1 | 6 | -8
COc1ccc(C(=O)C23CN4CN(CN(C4)C2)C3)cc1 | -2 | -6 | -5 | 3 | 1 | 7 | -1 | -9 | -7 | -2 | -6

Reprinted from the part before: 2 entries, then new ones.
SMILES | LRH-1 inv ag | TWEAK Fn14 block | NOD2 RIPK2 PPI | NCOA2 inhibitor | Exocytosis inh | NCOA3 inh | TROY NFkB inh | NR2F2 inh | NCOA1 inh | TLR9-MyD88 block | ABHD5-PLIN5 inh
c1ccc(N2[C@@H]3CC[C@H]2c2ccccc2C3)cc1 | -11 | 13 | -12 | -11 | 0 | -30 | -3 | -3 | 1 | 6 | -8
COc1ccc(C(=O)C23CN4CN(CN(C4)C2)C3)cc1 | -2 | -6 | -5 | 3 | 1 | 7 | -1 | -9 | -7 | -2 | -6
c1cc2c(cc1[C@H]1OCC3C1CO[C@@H]3c1ccc3c(c1)OCO3)OCO2 (stereo partly drawn) | 1 | -12 | -8 | -6 | 4 | -1 | -2 | 5 | -7 | 1 | -3
c1ccc2oc(N3CCNCC3)nc2c1 | -16 | 18 | -3 | -14 | 1 | 22 | 6 | -7 | -12 | -8 | -3
C[C@]12CC[C@@H](O)CC1=CCC1C2CC[C@@]2(C)C1CC[C@@H]2O (stereo partly drawn) | -26 | -3 | -3 | 0 | -3 | 0 | -5 | 10 | -5 | -12 | 4
N/C(=N\[N+](=O)[O-])N1CCN(C(=O)Oc2ccccc2)CC1 | 11 | 5 | 3 | 10 | 0 | 9 | -9 | -14 | 3 | -1 | 2
CN(C)S(=O)(=O)c1cc(C(=O)N2CCC(C(=O)O)(c3ccccc3)CC2)ccc1Cl | -7 | 15 | -1 | -23 | 0 | 11 | -28 | 29 | 14 | -7 | -9
C[C@]1(O)CCC2C3CC[C@H]4C[C@@H](OC(=O)[C@@H](N)CCCCN)CC[C@]4(C)C3CC[C@@]21C (stereo partly drawn) | -1 | -11 | -2 | -15 | -1 | 11 | 18 | -6 | -40 | 1 | -3
CCCCSP1(=S)NCCCO1 (stereo not drawn) | 1 | -3 | -13 | -1 | -2 | 7 | -2 | 0 | -16 | 3 | -5
Cn1c(O)c(C=Nc2ccc3c(c2)CCC3)c(=O)n(C)c1=O | -29 | -16 | -11 | -6 | -4 | -9 | -31 | -9 | -18 | 2 | 1
O=C(N/N=C\C1C(=O)NC(=S)N(c2ccccc2)C1=O)c1ccc(O)cc1 (stereo not drawn) | -75 | -7 | -3 | -15 | -6 | -17 | 11 | -8 | -16 | 6 | -2
Cc1c(C(=O)O)cc(-c2ccccc2)n1Cc1ccccc1 | 18 | 5 | 0 | 4 | 1 | -3 | -7 | 7 | 10 | 2 | 1
COc1ccccc1OCC(=O)Nc1ccc(Cl)cc1C(=O)c1ccccc1 | -11 | 107* | -4 | -2 | 2 | 1 | -6 | 3 | 9 | -10 | -4
Cc1ccc(-c2cc(-c3ccc(C)cc3)[n+](-c3ccc(C(=O)O)cc3)c(-c3ccc(C)cc3)c2)cc1 | 0 | 0 | 2 | 8 | -4 | -23 | 5 | -3 | 8 | -7 | 6
Clc1cc(Cl)c(-c2cc(Cl)c(Cl)cc2Cl)cc1Cl | 21 | -15 | -3 | -8 | -1 | 8 | 11 | 2 | -19 | 3 | 2
O=P1(N(CCCl)CCCl)NCCCO1 (stereo not drawn) | 3 | 3 | -8 | 3 | -7 | 10 | 7 | 1 | 1 | -10 | -4
C[C@]12C[C@H](O)[C@@H](O)CC1=CCC1C2CC[C@@]2(C)C1CC[C@@H]2O (stereo partly drawn) | -11 | -6 | -9 | -6 | 1 | 6 | 2 | 1 | 9 | -1 | -2
CC(C)C[C@H]1C(=O)N2CCCC2[C@]2(O)O[C@](NC(=O)[C@@H]3C=C4c5cccc6[nH]cc(c56)CC4N(C)C3)(C(C)C)C(=O)N12 (stereo partly drawn) | -5 | -15 | -3 | · | 2 | 1 | -8 | · | -6 | -1 | -7
C=CCC1(Nc2ccccc2)CC(C)N(C)CC1C (stereo not drawn) | -2 | -8 | -7 | -29 | 1 | -1 | -23 | 3 | 7 | 10 | -1
O=C(Cc1ccccc1)Oc1ccccc1N1C(=O)CCC1=O | -10 | -6 | -14 | -26 | 0 | 1 | 14 | -9 | -1 | 9 | 2
Clc1ccc(OCC#CCN2CCCCCC2)cc1 | -15 | -11 | -4 | -26 | 10 | -18 | -40 | -2 | -26 | 3 | 3
Cc1ccc(S(=O)(=O)NC(CC(=O)N2CCC3(CC2)OCCO3)c2ccco2)cc1 (stereo not drawn) | 6 | -7 | 0 | 21 | -5 | 14 | -6 | -14 | 10 | -12 | 1
N#CC1c2ccccc2-n2nncc2CN1Cc1cc(Cl)cc(Cl)c1 (stereo not drawn) | 93* | 107* | 59* | 86* | 25 | 91* | 91* | 84* | 83* | 13 | 96*
O=C(CCn1nc(-c2ccc(Cl)cc2)ccc1=O)N1CCC2(CC1)OCCO2 | 23 | -3 | -6 | 20 | 3 | 2 | -4 | 13 | 0 | -10 | 5
CCN1CCN(c2cc(N3CCCC3)c([N+](=O)[O-])cc2F)CC1 | 45 | 5 | 2 | 18 | 6 | 20 | 11 | 23 | -8 | -6 | -3
C[C@]12CCC3C(CC[C@H]4C[C@@H](O)CC[C@]34C)C1[C@H]1CN=N[C@H]1[C@@H]2O (stereo partly drawn) | -22 | -8 | -5 | 8 | 4 | -7 | 7 | -14 | -2 | -16 | 4
O=c1[nH]c(=S)[nH]c(O)c1CN1CCCCC1 | 20 | 18 | -9 | -4 | -2 | 8 | 3 | -5 | -15 | -6 | 1
COc1cccc(C(c2nnnn2C2CCCC2)N2CCC3(CC2)C(=O)NCN3c2ccccc2)c1OC (stereo not drawn) | 3 | 24 | 0 | -2 | 6 | -4 | 10 | -6 | 2 | · | 3
COCCO[C@H]1CC[C@@]2(C)C(=CCC3C2CC[C@@]2(C)C3CC[C@]2(C)O)C1 (stereo partly drawn) | -5 | -25 | -8 | -2 | 0 | -3 | -3 | -1 | 9 | -10 | -4
Clc1ccc(CCC(Cn2ccnc2)Sc2c(Cl)cccc2Cl)cc1 (stereo not drawn) | 6 | 6 | -6 | 21 | 4 | 13 | 23 | 10 | 0 | -7 | 6
c1ccc(C[n+]2ccccc2)cc1 | 4 | 22 | 5 | 4 | -1 | -8 | -2 | 10 | 4 | -9 | 10
COC(=O)C1=C(c2cccc(C#N)c2)C[C@@H]2CC[C@H]1N2C(=O)NCCOc1ccc(OC)cc1 | -22 | -3 | 6 | -11 | -5 | -2 | -8 | -4 | -10 | -2 | 1
Cc1cc(/C=C2/C(=O)NC(=O)N(Cc3ccco3)C2=O)c(C)n1-c1ccccc1O | -12 | 33 | -1 | 4 | -2 | 3 | -7 | 1 | -11 | 8 | 11
CC1=Nc2ccccc2/C1=C/c1c(O)n(C)c(=O)[nH]c1=O | 4 | 10 | -16 | -32 | -14 | 2 | -24 | 2 | -2 | -39 | 3
